Hsp70 displacement: Hsp70 inhibitors, probe displacement, primary screen, biochemical, fluorescence polarization (AID 583). Heat shock 70 kDa protein 1A (Homo sapiens). Hsp70 fluorescence polarization probe displacement, mP; higher % means a stronger effect. displacement, % at 20 µM, or IC50 in µM where a hit was titrated. 140,000 tested, 0.06% active; in the data active means displacement above about 50%;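 further: plate controls were vehicle for no effect and reference ligand for full effect; a part of the inactive calls stands beside numbers as strong as those of hits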
MKP-3 inhibition: MKP-3 phosphatase inhibitors, primary screen, biochemical, rat enzyme, in vitro (AID 425). recombinant MKP-3 phosphatase activity, fluorescence; higher % means a stronger effect. Dual specificity protein phosphatase 6 (Rattus norvegicus). one-dose inhibition, % at 20 µM; IC50 in µM for titrated hits. 110,000 tested, 0.17% active; in the data active means inhibition above about 50%;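 further: plate controls were vehicle for no effect and reference inhibitor for full effect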
The depositor's hits bear a star; . = no result given; & = joins results of further samples. Some of the compounds tested; the hit share may differ from the screen's.

entry	Hsp70 displacement	MKP-3 inhibition	compound
1	-4.9%	-3%	CSc1ccc(/C=C/C(=O)c2ccc(NC(=O)c3cccs3)cc2)cc1
2	5.9%	-6%	CCSc1nnc(N(CCC(=O)O)CCC(=O)O)s1
3	-2.1%	-16%	CCOc1ccc(N(CC(=O)Nc2ccc(OC)cc2)S(C)(=O)=O)cc1
4	-0.7%	1%	O=C(COc1ccc2ccccc2c1)Nc1ccc(Br)c(Cl)c1
5	-1.1%&-3.2%	8%&0%	O=C(CCN1C(=O)c2ccccc2C1=O)N1CCN(c2ccccc2)CC1
6	11%	-3%	CCC(C)NS(=O)(=O)c1ccc(S(=O)(=O)Nc2cc3c(cc2C(C)=O)OCO3)cc1 (configuration not stated)
7	7.1%	2%	CCOCCCNC(=O)C(NC(=O)C1CCC(=O)N1)c1ccc(C)cc1 (configuration not stated)
8	2.1%	1%	O=C(NCCN1CCOCC1)c1cccc(C(=O)NCCN2CCOCC2)c1
9	-4.3%	.	O=C(O)CCC(=O)NC1CCCCC1
10	2.7%	-5%	O=C(CSc1nc(-c2ccco2)cc(C(F)(F)F)n1)N1CCCc2ccccc21
11	9.1%	.	N#C/C(C(=O)Oc1ccccc1)=C1\C=Cc2ccccc2N1
12	14%	.	COc1ccc(S(=O)(=O)NCc2ccc(C(=O)N(C)Cc3ccco3)cc2)cc1
13	-3.0%	-5%	O=C1OC(c2ccccc2)=N/C1=C/c1ccco1
14	3.0%	4%	O=C(Cn1nnc(-c2ccc(N3CCOCC3)cc2)n1)OC1CCCCC1
15	0.2%	-2%	COc1ccc(OC)c(C2NC(c3cc(OC)ccc3OC)C(C)C(O)(c3ccc(F)cc3)C2C)c1 (configuration not stated)
16	4.2%	-6%	O=C(NCc1ccco1)Nc1ccc2nsnc2c1
17	1.4%	0%	O=C(c1ccc(Cn2cc(Cl)cn2)cc1)N1CCN(c2ccccc2)CC1
18	5.2%	.	CCOc1ccc(NC(=O)CCCOc2cc(=O)n(C)c3ccccc23)cc1
19	1.9%	-5%	Cn1c(CN2CCCCC2)nc2cc(NC(=O)c3ccccc3)ccc21
20	-1.1%	3%	CCOC(=O)C1=C(O)/C(=C/c2ccc(C)o2)SC1=Nc1ccc([N+](=O)[O-])cc1
21	0.9%	.	CC(C)NC(=O)c1ccccc1NC(=O)C1COc2ccccc2O1 (configuration not stated)
22	0.9%	-2%	Nc1ccc(-c2cc(N)n(-c3ccccc3)n2)cc1
23	1.4%	-8%	COCCNc1oc(COc2cccc(C)c2)nc1C#N
24	1.1%	2%	CC(=O)Oc1cccc(N2C(=O)C3C4C=CC(CC4)C3C2=O)c1 (configuration not stated)

Sorted by length of the SMILES (falling): some entries from above.
entry	Hsp70 displacement	MKP-3 inhibition	compound
15	0.2%	-2%	COc1ccc(OC)c(C2NC(c3cc(OC)ccc3OC)C(C)C(O)(c3ccc(F)cc3)C2C)c1 (configuration not stated)
20	-1.1%	3%	CCOC(=O)C1=C(O)/C(=C/c2ccc(C)o2)SC1=Nc1ccc([N+](=O)[O-])cc1
6	11%	-3%	CCC(C)NS(=O)(=O)c1ccc(S(=O)(=O)Nc2cc3c(cc2C(C)=O)OCO3)cc1 (configuration not stated)
12	14%	.	COc1ccc(S(=O)(=O)NCc2ccc(C(=O)N(C)Cc3ccco3)cc2)cc1
10	2.7%	-5%	O=C(CSc1nc(-c2ccco2)cc(C(F)(F)F)n1)N1CCCc2ccccc21
1	-4.9%	-3%	CSc1ccc(/C=C/C(=O)c2ccc(NC(=O)c3cccs3)cc2)cc1
5	-1.1%&-3.2%	8%&0%	O=C(CCN1C(=O)c2ccccc2C1=O)N1CCN(c2ccccc2)CC1
7	7.1%	2%	CCOCCCNC(=O)C(NC(=O)C1CCC(=O)N1)c1ccc(C)cc1 (configuration not stated)
8	2.1%	1%	O=C(NCCN1CCOCC1)c1cccc(C(=O)NCCN2CCOCC2)c1
19	1.9%	-5%	Cn1c(CN2CCCCC2)nc2cc(NC(=O)c3ccccc3)ccc21
21	0.9%	.	CC(C)NC(=O)c1ccccc1NC(=O)C1COc2ccccc2O1 (configuration not stated)
11	9.1%	.	N#C/C(C(=O)Oc1ccccc1)=C1\C=Cc2ccccc2N1
22	0.9%	-2%	Nc1ccc(-c2cc(N)n(-c3ccccc3)n2)cc1
2	5.9%	-6%	CCSc1nnc(N(CCC(=O)O)CCC(=O)O)s1
23	1.4%	-8%	COCCNc1oc(COc2cccc(C)c2)nc1C#N
16	4.2%	-6%	O=C(NCc1ccco1)Nc1ccc2nsnc2c1
9	-4.3%	.	O=C(O)CCC(=O)NC1CCCCC1

Returning to the listing, starting 2 compounds before the break.
entry	Hsp70 displacement	MKP-3 inhibition	compound
23	1.4%	-8%	COCCNc1oc(COc2cccc(C)c2)nc1C#N
24	1.1%	2%	CC(=O)Oc1cccc(N2C(=O)C3C4C=CC(CC4)C3C2=O)c1 (configuration not stated)
25	-4.9%	1%	CC(=O)C1=C(O)C(=O)N(CCN2CCNCC2)C1c1ccccc1 (configuration not stated)
26	-12%	-5%	CC1(C)CC(=O)C(C=NCCN2CCOCC2)=C(O)C1
27	8.5%	5%	COC(=O)c1cc2sccc2n1Cc1ccc(C)cc1
28	-2.1%	1%	CC1=CCC(Cc2nc3ccccc3o2)C1(C)C (configuration not stated)
29	6.0%	-14%	Cc1ccc(-n2nc(C)c(C3C(C#N)=C(N)OC4=C3C(=O)CC(C)(C)C4)c2Cl)cc1 (configuration not stated)
30	7.0%	-12%	Cc1cccc(NC(=O)C2CCN(c3nccc(C)n3)CC2)c1
31	-4.5%	-1%	CC(C)OC(=O)CSc1nnc(-c2ccc(Cl)cc2Cl)n1N
32	-4.4%	-2%	Cn1c(=O)c2c(nc(N3CCCCC3)n2CCNC2=NCCC2)n(C)c1=O
33	0.4%	0%	Nc1ncc2c(n1)CC(c1ccccc1)CC2=O (configuration not stated)
34	2.5%	3%	COC(=O)c1ccc(N(C(=O)C(F)(F)F)C2C=CS(=O)(=O)C2)cc1 (configuration not stated)
35	1.2%	2%	O=C(NC(=S)Nc1ccc2ccccc2c1)c1ccco1
36	4.3%	2%	NC(=O)c1c(NC(=O)c2ccco2)sc2c1CCCC2
37	.	8%	Cc1cc2nc(NC3=NCN(Cc4cccnc4)CN3)nc(C)c2cc1C
38	-0.8%	-6%	O=C(COc1ccc(Cl)cc1Cl)Nc1ccccn1
39	-3.7%	-1%	Cc1cc(C)cc(NC(=O)/C=C/C(=O)O)c1
40	4.4%	0%	O=[N+]([O-])c1cccc(Cl)c1C1NN=C(c2ccccc2)S1 (configuration not stated)
41	3.1%	0%	COCCOC(=O)C1=C(C)NC2=C(C(=O)CC(C)(C)C2)C1c1cccc(Br)c1 (configuration not stated)
42	-1.9%	-4%	CCCOc1ccc(N2C(=O)CC(NCCNc3ccc(S(=O)(=O)CC)cc3)C2=O)cc1 (configuration not stated)
43	0.1%	0%	CCN(CC)CCN1C(=O)C(O)=C(C(=O)c2ccco2)C1c1ccccn1 (configuration not stated)
44	3.5%	9%	COc1cc2c(cc1OC)CN(C(=O)C1(c3ccccc3)CC1)CC2
45	1.9%	1%	CCOC(=O)C1C(=O)C=C(c2ccc(C)cc2)CC1c1ccccc1 (configuration not stated)
46	1.8%	5%	CC1=C(C(=O)OC2CCCC2)C(c2ccccc2)C2=C(CC(c3ccc(Cl)cc3)CC2=O)N1 (configuration not stated)
47	4.9%	-3%	O=C(NCc1cccs1)C1CC(=O)N(c2ccccc2)C1 (configuration not stated)
48	0.4%	-2%	COc1cc2c(cc1OC)C(c1cc([N+](=O)[O-])ccc1OC(C)=O)N(C(C)=O)CC2 (configuration not stated)
49	-0.5%	-15%	CC(=O)Nc1ccc(S(=O)(=O)Nc2cccc(-c3nc4cc(C)ccc4o3)c2)cc1
50	4.6%	.	O=C(c1cc2c(s1)CCC2)N1CCN(c2ccccc2)CC1
51	-4.2%	-8%	CCOC(=O)c1cc2sccc2n1CCCN1C(=O)c2ccccc2C1=O
52	14%	5%	CC(C)CCn1nnnc1C(c1ccccc1)N1CCC(C(N)=O)CC1 (configuration not stated)
53	0.5%&5.6%	-6%	c1ccc(C(c2ccccc2)N2CCN(c3nc4ccccc4n4cnnc34)CC2)cc1
54	-3.1%	0%	Cc1ccccc1NC(=O)C(=O)NNC(=O)COc1ccc(Cl)cc1
55	-3.1%	-8%	CCOC(=O)c1[nH]c2ccc(OC)cc2c1NC(=O)C(C)N1CCC2(CC1)OCCO2 (configuration not stated)
56	-2.2%	1%	O=C(Oc1ccc(/C=N/n2cnnc2)cc1)c1ccco1
57	2.1%	.	CCC(=O)Nc1sc2c(c1C#N)CC(C)(CC)OC2 (configuration not stated)
58	5.8%	.	CC1(C)Cc2ccccc2C(NNC(=O)c2ccccn2)=N1
59	1.8%	0%	O=C(CN(Cc1ccccc1)S(=O)(=O)c1ccc(Br)cc1)N1CCOCC1
60	5.5%&-0.6%	-12%&-5%	CCCCOC(=O)c1ccc(NC(C)=O)cc1
61	6.9%	1%	CCOc1ccc(-c2n[nH]c(C)c2-c2ccccc2OC)c(O)c1
62	-0.7%	2%	C/C(O)=C/c1nc2ccc([N+](=O)[O-])cc2nc1/C=C(/C)O
63	2.5%	-3%	CCOC(=O)c1c(NC(=O)CSc2nccn2C)sc2c1CCCC2
64	-10%	0%	O=C(O)CSc1nnc(COc2ccccc2)n1-c1ccc(Cl)cc1
65	-5.6%	3%	Cc1sc(NC(=O)/C=C/c2ccccc2)c(C(N)=O)c1C
66	6.8%	.	CCOC(=O)C(NC(=O)c1ccccc1)=C(C)C
67	3.3%	-1%	CCCn1c(=O)c(C(=O)Nc2c(C)n(C)n(-c3ccccc3)c2=O)c(O)c2ccccc21
68	-4.0%	2%	O=C(c1ccncc1)N1CCN(C2CCCCC2)CC1
69	-2.9%	-5%	COc1ccc(Cc2nc(-c3ccc(NC(=O)c4cccnc4)cc3)no2)cc1
70	-2.0%	-2%	CCOC(=O)c1[nH]c2ccc(OCC)cc2c1NC(=O)CN1CCCC(C)C1 (configuration not stated)
71	-5.4%	2%	C=CCN=C(C)C1=C(O)C(C(=O)OC)C(C)(C)CC1=O (configuration not stated)
72	-5.7%	-9%	CCOC(=O)/C=C1\CC(=O)Nc2nonc2N1
73	1.8%	.	O=C(Nc1ccc2oc(=O)ccc2c1)c1cccnc1Cl
74	1.8%	-5%	Cc1ccc(-c2nc(C#N)c(N3CCCCC3)o2)cc1
75	-0.6%	-1%	Cc1onc(-c2ccccc2)c1[N+](=O)[O-]
76	0.5%	.	COc1ccc(C(=O)NCCN2CCOCC2)cc1OC
77	2.9%	-14%	CC(C)CNS(=O)(=O)c1ccc(CCC(=O)N2CCN(Cc3ccc4c(c3)OCO4)CC2)cc1
78	11%	2%	O=C(CSc1nnc(-c2ccc(Cl)s2)o1)N1CCc2ccccc21
79	-2.8%	0%	N#C/C(=C\c1ccccc1Cl)c1nc(-c2cccs2)cs1
80	4.7%	.	COc1ccccc1Cc1nnnn1CC(=O)O
81	8.2%	.	Cc1csc(SCC(=O)c2c(N)n(C)c(=O)n(C)c2=O)n1
82	0.4%	.	O=C(O)C1CC1C(=O)N1CCN(c2ccc(Cl)c(Cl)c2)CC1 (configuration not stated)
83	6.6%	2%	O=C(Nc1ccc(F)cc1F)c1cc2ncc(Br)cn2n1
84	2.7%	3%	CC(=O)c1cc(F)c(N2CCN(C(=O)c3cccs3)CC2)cc1C

(list continues)
entry	Hsp70 displacement	MKP-3 inhibition	compound
85	5.1%	1%	COc1cccc(NC(=O)c2c(-c3c(Cl)cccc3Cl)noc2C)c1
86	4.3%	-6%	c1ccc(-c2ccc(CN3CCN(c4ncccn4)CC3)cc2)cc1
87	-3.7%	.	COc1ccccc1N1CCN(C(=O)c2sc3nc(-c4ccccc4)cn3c2C)CC1
88	7.1%	6%	O=C1c2ccccc2NC(c2ccc(Cl)cc2Cl)N1O (configuration not stated)
89	-2.3%	-5%	CC(C)C1N=C2c3ccccc3N=C(SCC#N)N2C1=O (configuration not stated)
90	0.1%	1%	COc1cc(/C=C2/C(=O)N(c3ccc(Cl)c(C(=O)O)c3)N=C2C)ccc1Oc1nc2c(c(=O)n(C)c(=O)n2C)n1C
91	2.7%	1%	Cc1ccc(-n2c(-c3ccncc3)nnc2-c2cccs2)cc1
92	-4.4%	.	Cc1cc(C)c(S(=O)(=O)N2CCCC(C(=O)NCCC3=CCCCC3)C2)c(C)c1 (configuration not stated)
93	0.6%	2%	COC(=O)c1c(N)sc(C)c1-c1ccc(F)cc1
94	2.2%	-2%	O=[N+]([O-])c1ccccc1S(=O)(=O)NCCOc1ccc(Cl)cc1
95	0.3%	-6%	COC(=O)c1ccc(CSc2nc(N)cc(N)n2)cc1
96	.	-8%	COc1ccc(NC(=O)C2=C(C)NC(=O)NC2c2cccc(OC)c2OC)c(OC)c1 (configuration not stated)
97	-0.1%	0%	Cc1nc2cc(NC(=O)c3ccccc3)ccc2n1C
98	0.5%	.	CC(=O)c1ccc(N2CCN(C(=O)COc3ccccc3F)CC2)c(F)c1
99	0.7%	.	O=C(N/N=C/c1ccc(N2CCOCC2)o1)c1cccc(C(F)(F)F)c1
100	-3.4%	-3%	O=c1c2ccccc2nc(SCc2nnc(-c3ccccc3)o2)n1-c1ccccc1
101	2.8%	.	COC(=O)NC1CCC(CC2CCC(NC(=O)OC)CC2)CC1 (configuration not stated)
102	-2.5%	-8%	CCOC(=O)c1cnc2sccn2c1=O
103	3.3%	0%	Cn1c(=O)[nH]c(=O)c2ncn(Cc3ccccc3)c21
104	4.0%	0%	COc1ccc2ccccc2c1/C=C1\SC(=O)N(c2ccccc2)C1=O
105	7.2%	8%	CC1CN(S(=O)(=O)c2ccc(NC(=O)c3ccco3)cc2)CC(C)O1 (configuration not stated)
106	0.6%	4%	COc1ccc(C(=O)Nc2cc(C(F)(F)F)cc(C(F)(F)F)c2)cc1
107	3.2%	.	COC(=O)c1ccc(CSc2nc3cc(Cl)ccc3s2)o1
108	-5.5%	-9%	CCCOC(=O)c1ccc(Nc2cc(C)nc3ncnn23)cc1
109	2.2%	3%	Cc1ccc(-c2nc(CS(=O)CC(=O)NCc3ccccn3)c(C)o2)cc1 (configuration not stated)

High-throughput results: PubChem BioAssay, Sanford-Burnham Center for Chemical Genomics
